Screening data: PubChem BioAssay, The Scripps Research Institute Molecular Screening Center
CHRM5 agonist – human M5 muscarinic receptor agonists, primary screen, CHO-K1 cells, Fluo-8 calcium fluorescence | CHO-K1 hM5 cells; 0% DMSO wells, 100% maximal acetylcholine response | activation, % at 3 µM | AID 624037, 2012 | Muscarinic acetylcholine receptor M5 (Homo sapiens), P08912 | 0.19% of 360,000 active;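 active = activation above the run's mean over test compounds plus 3 SD, cut at about 23% in these data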;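 also: signal is peak over basal fluorescence ratio across the kinetic read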
Target sequence (P08912 whole entry, looked up): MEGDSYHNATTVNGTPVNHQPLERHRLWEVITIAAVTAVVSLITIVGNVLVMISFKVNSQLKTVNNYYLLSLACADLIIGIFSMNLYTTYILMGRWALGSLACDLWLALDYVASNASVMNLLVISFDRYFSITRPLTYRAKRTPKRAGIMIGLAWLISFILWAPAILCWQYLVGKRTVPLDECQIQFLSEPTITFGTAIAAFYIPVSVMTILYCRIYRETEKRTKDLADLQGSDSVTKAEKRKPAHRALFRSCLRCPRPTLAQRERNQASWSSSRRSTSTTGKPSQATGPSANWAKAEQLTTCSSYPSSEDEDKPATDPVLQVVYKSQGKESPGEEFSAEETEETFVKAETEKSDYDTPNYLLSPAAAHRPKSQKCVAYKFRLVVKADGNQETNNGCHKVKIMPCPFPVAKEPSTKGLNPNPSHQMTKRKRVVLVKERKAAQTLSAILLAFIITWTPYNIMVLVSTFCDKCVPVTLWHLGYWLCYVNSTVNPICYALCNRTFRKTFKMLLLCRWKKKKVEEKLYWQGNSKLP
M1 PAM parental – nonselective calcium activators in parental CHO-K1 cells, primary screen, counter-screen for M1 PAM project, cell-based, Fluo-8 calcium fluorescence, full deck, 1536-well | activation, % at 3 µM | 0.02% of 360,000 active | ATP EC20; 0% at ATP EC20, 100% at ATP max | AID 602247, 2012;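 active = activation above the run cutoff, the mean activation of all test compounds plus 3 SD, cut at about 40% in these data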;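 also: peak over basal fluorescence ratio in a 140 s read after ATP addition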
CHRM5 antagonist – human M5 muscarinic receptor antagonists, primary screen, CHO cells, Fluo-8 calcium fluorescence. 0.59% of 360,000 active. Muscarinic acetylcholine receptor M5 (Homo sapiens), P08912. CHO-hM5 cells, ACh EC80. inhibition, % at 3 µM. AID 624040, 2012;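 active = inhibition above a per-plate cutoff, the mean of that plate's test compounds plus 3 SD, cut at about 27% in these data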;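 also: 0% = acetylcholine EC80 with DMSO and 100% = DMSO without agonist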
CHRM4 antagonist – human M4 muscarinic receptor antagonists, primary screen, CHO cells, Fluo-8 calcium fluorescence | Muscarinic acetylcholine receptor M4 (Homo sapiens), P08173 | CHO-hM4 cells, ACh EC80 | inhibition, % at 3 µM | 0.73% of 360,000 active | AID 624125, 2012;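 active = inhibition above its plate's cutoff, the mean inhibition of sample wells plus 3 SD, cut at about 27% in these data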;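 also: 0% = acetylcholine EC80 with DMSO and 100% = DMSO without agonist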
Target sequence (P08173 whole entry, looked up): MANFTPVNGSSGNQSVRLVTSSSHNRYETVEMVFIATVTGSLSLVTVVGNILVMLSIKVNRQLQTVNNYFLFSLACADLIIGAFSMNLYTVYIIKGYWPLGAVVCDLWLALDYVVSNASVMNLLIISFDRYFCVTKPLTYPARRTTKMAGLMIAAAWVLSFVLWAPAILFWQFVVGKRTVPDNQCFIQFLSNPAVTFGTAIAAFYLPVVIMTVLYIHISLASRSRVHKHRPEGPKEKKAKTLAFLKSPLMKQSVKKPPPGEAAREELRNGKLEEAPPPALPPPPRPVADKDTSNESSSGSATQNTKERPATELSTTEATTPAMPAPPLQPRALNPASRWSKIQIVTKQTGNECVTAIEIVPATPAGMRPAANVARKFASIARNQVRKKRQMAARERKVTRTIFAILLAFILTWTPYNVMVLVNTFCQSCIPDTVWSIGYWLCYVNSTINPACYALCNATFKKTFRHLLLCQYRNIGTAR
CHO-K1 Ca antag – nonselective inhibitor or artifact in parental CHO-K1 cells; ATP-induced calcium, Fluo-8 fluorescence; inhibition, % at 3 µM; 0.6% of 360,000 active; AID 602250;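 active = inhibition above a per-plate cutoff, the plate's mean sample inhibition plus 3 SD, cut at about 24% in these data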;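 also: 0% = DMSO plus EC80 ATP and 100% = DMSO alone without ATP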
M5 PAM – human M5 muscarinic receptor positive allosteric modulators, primary screen, CHO-K1 cells, Fluo-8 calcium fluorescence; Muscarinic acetylcholine receptor M5 (Homo sapiens), P08912; CHO-K1 hM5, ACh EC20 PAM; 0% = ACh EC20, 100% = ACh EC100; activation, % at 3 µM; 0.3% of 360,000 active;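 active = activation above the run cutoff, the mean activation of all test compounds plus 3 SD, cut at about 18% in these data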
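Test system: CHO-K1 hM5 cells / Doses: single-point, 3 µM nominal / Times: Post-acetylcholine fluorescence recording 140 s / Technique: Fluo-8 calcium fluorescence / Measure: Max/basal fluorescence ratio as % of EC20–EC100 ACh window / Benchmarks: low control EC20 acetylcholine (0%), high control EC100 acetylcholine (100%) / Replicates: one well per compound, no replicates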
M4 PAM – human M4 muscarinic receptor positive allosteric modulators, primary screen, CHO-K1 cells, Fluo-8 calcium fluorescence; CHO-K1 hM4/Gqi5, ACh EC20; 0% = ACh EC20, 100% = maximal ACh; Muscarinic acetylcholine receptor M4 (Homo sapiens), P08173; 0.4% of 360,000 active; activation, % at 3 µM;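 active = activation above its plate's cutoff, the mean activation of sample wells plus 3 SD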; also: some results filed as inactive read as strong as hits
CHRM4 agonist – human M4 muscarinic receptor agonists, primary screen, CHO-K1 cells, Fluo-8 calcium fluorescence. CHO-K1 hM4/Gqi5; vehicle 0%, full acetylcholine response 100%. activation, % at 3 µM. 0.14% of 360,000 active. AID 624127, 2012;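 active = activation above the run mean over all test wells plus 3 SD, cut at about 32% in these data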;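 also: peak over basal fluorescence ratio per well then scaled between controls; 0% = DMSO wells and 100% = acetylcholine at EC100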
M1 ag parental – counter-screen for M1 agonists: effect in parental CHO-K1 cells | activation, % at 3 µM | Fluo-8 calcium fluorescence; scaled to maximal ATP response, vehicle zero | 0.48% of 360,000 active; in the data active = activation above about 15%;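 also: untransfected CHO-K1 host cells lacking M1 receptor as counterscreen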
* marks the source's active call; other numbers are inactive results.

SMILES	CHRM5 agonist	M1 PAM parental	CHRM5 antagonist	CHRM4 antagonist	CHO-K1 Ca antag	M5 PAM	M4 PAM	CHRM4 agonist	M1 ag parental
CC1(C)C[C@@H](O)[C@]2(C)CC[C@]3(C)C(=CCC4[C@@]5(C)CC[C@H](O)[C@](C)(CO)C5CC[C@]43C)[C@@H]2C1 (stereo partly specified)	2	12	5	-15	8	0	3	0	-0.2
N=c1c2ccccc2nc2n1CCCCCCCCCCC2	4	-4	16	23	5	-28	-9	34*	12
CCC(=Nc1ccccc1O)C1=C(O)CC(c2ccccc2)CC1=O (stereo unspecified)	-3	16	-6	10	-11	7	15	2	0.6
CC(C)SCCCCOc1ccc2ccccc2c1	0	8	-8	0	-12	4	0	2	0.5
CN(CC(=O)Nc1nc2ccccc2s1)S(=O)(=O)c1ccccc1	3	8	7	3	4	-9	-2	10	4.3
CN(/N=C/c1cc(Cl)cc(Cl)c1O)c1c(Cl)cccc1[N+](=O)[O-]	-12	21	9	-20	-17	-17	-13	-1	0.7
O=C(CCSCc1ccc(Cl)cc1)NC1CCCC1	-2	7	-4	-4	-4	-1	0	0	0.4
CCOC(=O)C1CCN(C(=O)CN2C(=O)C(C(C)C)Oc3ccccc32)CC1 (stereo unspecified)	0	1	12	0	9	-5	-6	6	1.9
CC(Oc1ccccc1)C(=O)NNC(=O)c1ccccn1 (stereo unspecified)	2	10	-3	-7	0	-3	2	2	0.4
O=C(N1CCN(c2ccccc2)CC1)C12CC3CC(CC(C3)C1)C2	1	7	6	3	-1	-6	2	0	0.8
O=C(c1cc(-c2ccco2)nc2ccccc12)N1CCN(Cc2ccccc2)CC1	6	21	0	-2	-27	6	-2	10	2.9
O=C1OCCOC2CCCc3oc(C4=CCCCC4)c1c32 (stereo unspecified)	-1	13	-2	-7	-17	1	7	0	0.9
Oc1c(Br)cc(/C=N/Nc2ccc(Cl)nn2)cc1Br	0	7	2	-4	-2	1	5	0	-0.3
CCN(CC)C(=O)c1ccc2nc([C@H]3C[C@H](O)[C@@H](CO)O3)[nH]c2c1	2	19	3	-6	-5	1	2	5	0.3
N#Cc1c(NC(=O)c2ccncc2)sc2c1CCC2	2	6	4	9	-9	-3	-3	0	0.8
Cc1ccc(-c2cc(C(=O)Nc3nccs3)c3ccccc3n2)o1	2	2	7	13	-3	-12	-19	15	5.9
O=C(Nc1c2c(nn1-c1ccc(F)cc1)CS(=O)C2)c1ccc2c(c1)OCO2 (stereo unspecified)	-3	-2	0	4	-6	3	-5	1	0.8
COc1ccc(S(=O)(=O)N2CCCCCC2)cc1NC(=O)Cc1ccccc1F	2	-14	3	-17	10	-7	-4	3	1.3
CC(=O)Oc1ccccc1/C=C/c1nc2ccccc2c(=O)o1	-1	0	4	2	-11	0	3	0	0.5
CCOC(=O)C[C@H]1c2ccccc2S(=O)(=O)N1c1ccccc1	-1	25	4	-8	-29	7	12	2	-0.5
C=CCN(C(=O)Nc1ccccc1)C1CC(=O)N(c2ccc(OC)cc2)C1=O (stereo unspecified)	1	28	4	-3	-20	-1	-1	1	0.6
CC(=O)Nc1ccc(C(=O)N2CC(=O)NC(=O)C2)cc1	1	12	-3	-2	-4	7	3	0	-0.3
CCC(C)(NC(=O)c1ccccc1)C(=O)O (stereo unspecified)	-2	27	-2	22	-14	9	31*	1	-0.2
CN(C(=O)NC1CCCCC1)[C@H]1C[C@H]2c3[nH]c4ccccc4c3CCN2C(=O)[C@H]1CO	2	-9	-11	-16	-2	1	9	2	0.1
O=C(COC(=O)C1CCN(c2ccc(C(F)(F)F)cn2)CC1)Nc1ccc(F)cc1[N+](=O)[O-]	0	20	-1	-6	11	0	1	1	0.2
COc1ccc2nc(N3CCN(C(=O)c4ccc([N+](=O)[O-])o4)CC3)sc2c1	-2	-4	8	3	14	-3	-5	9	4.1
N#Cc1ccccc1	3	20	-3	-11	-28	3	17	2	0.9
Cc1cccc(C2=NN(c3ccccc3)[C@@H](C(=O)N3CCOC3=O)[C@@H]2c2ccccc2)c1	0	9	0	-2	-10	-5	-7	2	1.2
Cc1onc(-c2ccccc2)c1C(=O)Nc1cccc(OC(C)C)c1	-11	13	-6	-1	-1	-2	2	-2	0.2
Cc1noc(C)c1CSCC(=O)Nc1nc2c(F)cc(F)cc2s1	4	2	-3	-14	3	2	7	6	0.3
O=C(Nc1nc2c(F)cc(F)cc2s1)c1ccc([N+](=O)[O-])o1	1	17	-2	-5	-8	0	3	1	0.7
Cc1ccc(NC(=O)CN(C)C(=O)CSc2nccn2C)cc1	-1	-18	19	1	-7	3	-3	0	-0.2
COCCNC(=O)c1cccc(C)c1[N+](=O)[O-]	-2	17	-4	4	-11	5	1	0	0.9
CCC(C)(C)C1CCc2[nH]nc(C(=O)NCCNC(=O)OC(C)(C)C)c2C1 (stereo unspecified)	-3	21	17	-2	-13	-2	4	1	0.7
CSc1ccccc1NC(=O)CN(C)CC(=O)Nc1ccc(Cl)cc1F	-1	5	-4	-2	-6	5	3	2	0.2
Cc1cc(C)c(NC(=O)Cn2nnc(C(=O)NCc3ccc4c(c3)OCO4)c2N)c(C)c1	-4	12	17	4	-13	-4	-4	1	0.5
Fc1ccc2c(c1)C1C=CCC1C(c1cc3c(cc1Br)OCO3)N2 (stereo unspecified)	-1	18	-1	-17	-8	-12	10	-2	-0.1
CCCN1CCN(CCCNC(=O)C(CC)n2nc(C)n3c(cc4occc43)c2=O)CC1 (stereo unspecified)	-9	-8	-11	4	-9	2	-1	0	-0.7
O=C1CC[C@H](O)CCN1[C@H](CSc1ccccc1)Cc1ccccc1	0	-18	11	-8	0	0	16	1	0.1
COc1ccc(-c2coc3c(C(=O)Nc4cccc(C(C)=O)c4)cccc23)c(C)c1	0	-5	3	-25	0	-9	2	3	0.1
NS(=O)(=O)c1ccc(CNC(=O)/C=C/c2ccc(Cl)c(Cl)c2)cc1	-1	25	12	10	-1	-4	2	5	3.2
Cc1cc(-c2onc(C)c2C(=O)Nc2ccc(C(F)(F)F)cc2)no1	-5	23	23	3	-17	-15	-6	0	1.2
COc1ccc(C(=O)NC(=S)N2CCNC(=O)C2CC(=O)OC(C)C)cc1 (stereo unspecified)	-3	5	4	7	-7	2	-2	0	0.9
CCN(C(=O)c1cc2c(=O)n3ccccc3nc2s1)C1CCCCC1	-1	16	8	5	-5	-4	-3	9	3.8
Cc1noc(C)c1C(=O)N1CCN(S(=O)(=O)c2cccs2)CC1	-3	8	6	2	-1	1	1	0	0.9
CC(=O)c1ccc(NC(=O)Nc2cccc(Cl)c2)cc1	8	-5	28*	12	34*	-21	-8	15	13
CN(Cc1ccccc1)S(=O)(=O)c1cn(C)cn1	3	16	4	4	-8	6	-1	1	1.0
Cc1cccc(NC(=O)CSc2nnc(NC(=O)C3CC3)s2)c1C	0	-7	8	-2	-4	2	2	0	0.5
Cc1ccc(Cn2c(=O)n(CCC(=O)NCc3ccc4c(c3)OCO4)c(=O)c3ccccc32)cc1	-2	5	1	-2	1	-3	2	0	0.7
Cc1nc2ncnn2c(N2CCN(C(=O)Cc3cccs3)CC2)c1C	-5	3	7	-1	9	-11	-2	-1	12
The list continues.
SMILES	CHRM5 agonist	M1 PAM parental	CHRM5 antagonist	CHRM4 antagonist	CHO-K1 Ca antag	M5 PAM	M4 PAM	CHRM4 agonist	M1 ag parental
CCn1c(SCC(=O)Nc2ccc3[nH]c(=O)[nH]c3c2)nnc1-c1ccccc1	-1	-14	2	-12	3	2	-7	1	0.0
COCCCn1c(=O)c2sccc2n2c(CCCC(=O)NCc3ccccc3)nnc12	-6	-1	5	1	2	-3	3	3	2.5
O=C(NCCc1cccs1)C1CC(c2cccc(F)c2)=NO1 (stereo unspecified)	3	5	13	0	-10	6	5	3	0.5
Cc1cc(C)c2c(=O)[nH]c(SCc3ccc([N+](=O)[O-])cc3)nc2n1	-2	20	-4	-7	-9	-4	4	1	0.0
CCCOc1ccc(C(C)=O)cc1CSCCC#N	-10	21	-4	-2	-8	-5	5	0	0.5
CC(Oc1ccccc1)C(=O)N1CCN(c2ccc(N3CCOCC3)nn2)CC1 (stereo unspecified)	-4	10	-3	-10	-1	0	0	0	1.2
COc1ccc(C(=O)CN2C(=O)NC(C)(c3ccccc3)C2=O)cc1OC (stereo unspecified)	2	7	3	7	-3	4	-6	1	1.2
COc1ccc(OCC(=O)N2CCN(S(=O)(=O)c3ccc4c(c3)OCCO4)CC2)cc1	-2	-10	-2	6	11	-2	-3	3	1.0
Cc1cccc(NC(=O)COc2ccc3c(c2)CCC3)n1	-4	8	0	-5	-7	-1	9	1	0.7
COc1ccc(/C=C/C(=O)Nc2ccccc2Cl)cc1S(=O)(=O)N1CCOCC1	-1	17	3	0	-12	4	-2	2	2.1
COc1ccc(CCN2C(=O)c3[nH]nc(-c4ccccc4O)c3C2c2ccc(C)cc2)cc1OC (stereo unspecified)	-2	1	-1	5	12	-6	-4	3	0.1
COc1cc(CCC(=O)OCC(=O)Nc2c(Cl)cccc2Cl)cc(OC)c1OC	-3	14	4	-5	-11	3	7	3	3.8
CC(NC(=O)c1ccc(N2CCCC2)c([N+](=O)[O-])c1)c1ccc(S(N)(=O)=O)cc1 (stereo unspecified)	-4	-10	18	15	11	-7	-3	0	0.0
COc1ccc(S(=O)(=O)N(C)c2ccc(C(=O)N3CCOCC3)cc2)cc1	-1	18	0	5	-17	3	8	4	1.9
CCOc1ccc2c(c1)[N+](C)(C)C(C)(C)C=C2C	-7	10	8	7	-1	-7	-14	11	2.6
O=C(O)c1ccccc1NS(=O)(=O)c1ccc2c3c(cccc13)C(=O)N2	1	22	4	4	-3	-1	-1	1	0.3
CC(C)C(=O)N(Cc1ccccc1)S(=O)(=O)c1ccc2c(c1)oc(=O)n2C	-2	-3	14	0	-5	-8	0	2	1.8
COC(=O)c1ccc2nc(-c3ccc(C)cc3)c(Cc3ccc(OC)cc3C)n2c1	7	-2	8	0	6	-1	1	12	2.1
COC(=O)c1sccc1NC(=O)NC1CCCCC1	-10	21	4	4	-10	7	10	-1	0.2
Cc1cccc(C)c1NC(=S)N/N=C/c1ccc(C(=O)O)cc1	2	15	8	5	-9	0	6	0	0.7

Part of the list above, showing only M1 PAM parental and CHRM4 agonist.
| Molecule | M1 PAM parental | CHRM4 agonist |
| --- | --- | --- |
| O=C(O)c1ccccc1NS(=O)(=O)c1ccc2c3c(cccc13)C(=O)N2 | 22 | 1 |
| CC(C)C(=O)N(Cc1ccccc1)S(=O)(=O)c1ccc2c(c1)oc(=O)n2C | -3 | 2 |
| COC(=O)c1ccc2nc(-c3ccc(C)cc3)c(Cc3ccc(OC)cc3C)n2c1 | -2 | 12 |
